Screens as filed in PubChem BioAssay.
ATXN2 expr inh = ATXN2 expression inhibition | hit rate 0.72% among 360,000 | Potency, µM (series often up to 57 µM), for inactives: at the highest dose activity change, negative = inhibition, most hits filed as inhibitors | HEK-293 ATXN2-luciferase reporter, luminescence, 24 h | AID 1745845; note: potency is the fitted concentration of half-maximal effect; % is set by controls: 0 for no effect and ±100 for the full control effect; nearly all actives have a fitted effect of over 55% in size
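ATXN2-luciferase reporter cells (luciferase flanked by upstream and downstream ATXN2 gene portions) were treated 24 h at 37 °C with compounds at up to 57 uM. SteadyGlo luminescence gave expression; GF-AFC fluorescence gave viability.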
TGFb SMAD3 inh = blocks TGF-b signaling. HepG2 CAGA-GFP TGF-b/SMAD3 reporter, GFP fluorescence, 18 h; TGF-beta stimulated, 500 pg/mL final. Potency, µM (doses to about 46.1 µM), inactives show top-dose activity, negative = inhibition, usual class: inhibitors. hit rate 1.2% among 410,000. AID 588855; note: potency is the fitted concentration of half-maximal effect; % is set by controls: 0 for no effect and ±100 for the full control effect; nearly all actives have a fitted effect of over 65% in size
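First, reporter cells (HEPG2 CAGA-GFP) rested 2 h at 37 degrees C. Next, compounds were pinned in and TGF-beta added to 500 pg/mL final. After 18 h, GFP was imaged per cell and summed per well.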
A549 tox = A549 cytotoxicity, counter-screen for Nrf2 inhibitors. hit rate 0.16% among 390,000. Potency, µM (top dose mostly 46 µM), without a hit: top-dose activity change, negative = cytotoxicity, actives largely listed as inhibitors. A549 ARE-Fluc cells, CellTiter-Fluor viability, 18-24 h. AID 504648; note: potency is the fitted concentration of half-maximal effect; % is set by controls: 0 for no effect and ±100 for the full control effect
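A549 ARE_Fluc cells in 5% FBS OPTI-MEM were exposed to compounds in concentration-response for 18-24 h at 37 deg C. Viability was read by CellTiter-Fluor fluorescence (Ex 405/Em 525) after 30 min, before the luciferase read.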
Nrf2 inh = inhibitors of Nrf2 signaling; hit rate 2.1% among 360,000; AID 504444; Potency, µM (series often up to 46 µM), without a hit: at the top dose activity change, negative = inhibition, actives largely listed as inhibitors; A549 ARE-Fluc reporter, luciferase luminescence, 18-24 h; note: potency is the fitted concentration of half-maximal effect; % is set by controls: 0 for no effect and ±100 for the full control effect; nearly all actives have a fitted effect of over 60% in size
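Two sequential reads on A549 ARE_Fluc cells exposed to compound for 18-24 h: a CellTiter-Fluor fluorescence read for viability, then a luciferase luminescence read for Nrf2/ARE activity.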
EPAC2 ag = agonists of human EPAC2 (RAPGEF4). Potency, µM (series often up to 154 µM), for the others: at the highest dose activation, actives largely listed as activators. hit rate 0.079% among 360,000. EPAC2 activation, biochemical qHTS; response scale: 100% = 6.5 mM cAMP response; note: potency is the fitted concentration of half-maximal effect; nearly all actives have a fitted effect of over 50% in size
Target sequence (Q8WZA2 whole entry, looked up): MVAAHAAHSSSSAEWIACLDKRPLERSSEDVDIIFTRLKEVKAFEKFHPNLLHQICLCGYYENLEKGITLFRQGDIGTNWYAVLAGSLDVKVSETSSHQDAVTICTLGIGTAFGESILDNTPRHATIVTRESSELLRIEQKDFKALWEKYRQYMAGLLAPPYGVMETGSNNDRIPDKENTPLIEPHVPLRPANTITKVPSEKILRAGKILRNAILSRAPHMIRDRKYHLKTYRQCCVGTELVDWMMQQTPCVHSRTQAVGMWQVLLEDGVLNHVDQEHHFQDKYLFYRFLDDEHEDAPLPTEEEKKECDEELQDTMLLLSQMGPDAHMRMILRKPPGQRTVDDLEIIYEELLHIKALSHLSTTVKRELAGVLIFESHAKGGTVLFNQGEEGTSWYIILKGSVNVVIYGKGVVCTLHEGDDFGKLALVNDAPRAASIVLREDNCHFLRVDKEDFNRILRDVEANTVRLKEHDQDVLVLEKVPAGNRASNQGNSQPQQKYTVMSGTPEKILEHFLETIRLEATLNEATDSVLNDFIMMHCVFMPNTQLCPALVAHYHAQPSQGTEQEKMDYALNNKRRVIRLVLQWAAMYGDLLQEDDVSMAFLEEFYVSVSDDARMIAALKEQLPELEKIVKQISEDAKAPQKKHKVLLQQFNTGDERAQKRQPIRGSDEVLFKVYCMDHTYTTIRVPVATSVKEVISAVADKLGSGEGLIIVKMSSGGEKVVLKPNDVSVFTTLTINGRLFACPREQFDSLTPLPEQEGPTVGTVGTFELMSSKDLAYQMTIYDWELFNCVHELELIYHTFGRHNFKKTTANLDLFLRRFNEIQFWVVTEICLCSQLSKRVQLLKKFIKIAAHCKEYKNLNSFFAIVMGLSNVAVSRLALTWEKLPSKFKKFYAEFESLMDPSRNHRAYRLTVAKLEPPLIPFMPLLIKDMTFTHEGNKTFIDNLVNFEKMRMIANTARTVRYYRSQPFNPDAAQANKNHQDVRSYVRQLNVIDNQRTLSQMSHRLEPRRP
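Compounds were titrated in qHTS against a Rap1B-BODIPY-GDP (250 nM) complex with EPAC2 (100 nM) and GDP (50 uM). BODIPY-GDP release tracked at 480/540 nm over 30 min at room temperature, normalized to 6.5 mM cAMP.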
ATXN viability = cell viability loss in ATXN counter-screen; Potency, µM (doses to about 56.7 µM), usual class: cytotoxic; AID 651635; S2 cells (HEK-293 line with an ATXN2-luciferase reporter) viability, CellTiter-Fluor protease fluorescence, 24 h; hit rate 0.49% among 400,000; note: potency is the fitted concentration of half-maximal effect; nearly all actives have a fitted effect of over 40% in size
HepG2 viability = HepG2 cytotoxicity, counter-screen for TGF-b inhibitors; HepG2 CAGA-GFP viability, ATP luminescence, 18 h; Potency, µM (doses to about 46.1 µM), for inactives: at the highest dose activity change, negative = cytotoxicity, usual class: cytotoxic; hit rate 0.76% among 410,000; AID 588856; note: potency is the fitted concentration of half-maximal effect; some results filed as inactive show a strong effect at the top dose
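HepG2 CAGA-GFP cells (1000/well, DMEM with 1% FBS) received compound, then TGF-beta at 500 pg/mL final, and were incubated 18 hours at 37 degrees C. Viability was read by CellTiter-Glo luminescence. Media-only wells were set as complete cell-killing and DMSO as no toxicity.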
IL2 activator = IL-2 activation. IL-2 activation reporter assay, cell-based qHTS; stimulated with anti-CD3/CD4/CD28 beads; in transgenic mouse T cells. activation, % (series mostly up to about 46 µM). hit rate 0.065% among 360,000. AID 652025; in the data active = activation above about 50%; inconclusive = mostly about 30% to 49%; note: 0% is about no effect
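Screening format: compound pinned onto unstimulated transgenic mouse T cells, 60 min incubation, then anti-CD3/anti-CD4/anti-CD28 bead stimulation for 18 hours at 37 degrees C, followed by EGFP and DsRed detection.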
Nrf2 ARE act = Nrf2 pathway activation | AREc32 ARE-luciferase reporter (MCF7-derived line), luminescence, 24 h | Potency, µM (titrated, usually from 46.1 µM), without a hit: at the highest dose activation, most hits filed as activators | hit rate 0.31% among 410,000 | AID 624171; note: potency is the fitted concentration of half-maximal effect; % of control where 0% means no effect; nearly all actives have a fitted effect of over 65% in size
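AREc32 cells carrying an ARE-driven firefly luciferase, 1000 cells/well in OPTI-MEM with 5% FBS, dosed after overnight attachment and incubated 24 hr at 37 deg C. Steady-Glo luminescence read after 30 min at RT.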
* = called active by the depositor; i = inactive; ? = inconclusive; nt = no result given; [ ] = another dose, or the depositor's remark. Unless noted, calls come from the whole dose curve; as a rule, active = well fitted curve in the direction sought with a large enough effect; inconclusive = small, poorly fitted or top-dose-only effect, or another doubt; inactive = no such curve, though single readings can be large; an effect the other way counts as inactive or inconclusive.

smiles	IL2 activator	A549 tox	HepG2 viability	EPAC2 ag	ATXN viability	TGFb SMAD3 inh	ATXN2 expr inh	Nrf2 ARE act	Nrf2 inh
CN(c1ccccc1)S(=O)(=O)c1ccc(Cl)c(C(=O)NCc2ccccc2CN2CCCC2)c1	0.4	-1%	-10%	11%	i	10%	-17%	-0.6%	11%
N#C/C(=N\Nc1ccc(Cl)cc1)C(=N)N1CCCCCC1	-1.0	1%	0%	3%	i	5%	nt	3.6%	?
COc1ccc(Br)cc1/C=N/NC(=O)c1cc(OC)c(OC)c(OC)c1	-2.8	0%	-4%	7%	i	10%	9%	1.9%	10%
O=C(NCc1ccco1)c1cccc(S(=O)(=O)N2CCc3ccccc32)c1	2.8	1%	-25%	20%	i	-10%	-12%	3.4%	-29%
Cc1nc2cc(-c3ccccc3)nn2c(C)c1CCC(=O)NC(C)c1ccc2c(c1)OCCO2 (centres undefined)	-2.1	3%	-82%	7%	i	-12%	-25%	0.0%	?
CN(C)S(=O)(=O)c1cc(NC(=O)COC(=O)c2ccc3c(c2)OCO3)ccc1Cl	1.1	1%	-16%	6%	i	-6%	-5%	-0.1%[9.22 µM]	1%
COC(=O)C1=C(C(=O)OC)[C@@H]2Nc3ccccc3[C@@]23C[C@@H](C(=O)OC)N(C(=O)c2cccs2)C3=N1	-0.2	-4%	-4%	0%	i	-1%	1%	-0.4%	19%
Cc1ccc2ncnc(Nc3ccc(C)c(C)c3)c2c1	-1.3	-1%	-15%	12%	i	6%	17%	3.0%	15µM*
Cc1ccc2c(c1)nnn2C1CCN(CC(=O)NNC(=O)c2ccco2)CC1	1.0	0%	-21%	3%	i	-13%	-10%	-0.2%	0%
C=CCOC(=O)C(C#N)c1nc2ccccc2nc1N1CCN(Cc2ccccc2)CC1 (centres undefined)	2.1	0%	6%	-5%	i	0%	-8%	-0.2%	nt
COC(C(=O)Nc1ccnn1C1CCN(C(=O)c2cccc(F)c2)CC1)c1ccccc1 (centres undefined)	-1.1	0%	19%	10%	i	1%	5%	-0.5%	0%
COc1ccccc1C(=O)Nc1c(C(=O)N2CCN(c3ccccc3F)CC2)oc2ccccc12	nt	14%	-2%	nt	i	-6%	-3%	-1.1%	-40%
O=C(NCc1ccccn1)C(=O)NCC(c1ccco1)N1CCOCC1 (centres undefined)	-0.1	2%	-1%	-1%	i	?	0%	-0.7%	11%
Cc1cccc(C)c1NC(=O)CN1C(=O)C(C)Oc2ccccc21 (centres undefined)	2.7	3%	-1%	8%	i	-3%	-23%	-0.2%	-21%
CC1=C(C(=O)N2CCCCCC2)C2(CCC(C)CC2)OC1=O (centres undefined)	-0.6	-27%	-4%	6%	nt	-15%	nt	-0.2%	-2%
COc1ccc(N2CCN(C(=S)Nc3ccc(OC)cc3OC)CC2)cc1	-0.7	13%	5%	-3%	i	5%	-1%	0.5%	1%

Profiles, looked up by structure.
Cc1nc2cc(-c3ccccc3)nn2c(C)c1CCC(=O)NC(C)c1ccc2c(c1)OCCO2 (centres undefined) is listed with IL2 activator: -2.1; A549 tox: 3%; HepG2 viability: -82%; EPAC2 ag: 7%; ATXN viability: i; TGFb SMAD3 inh: -12%; ATXN2 expr inh: -25%; Nrf2 ARE act: 0.0%; Nrf2 inh: ?
C=CCOC(=O)C(C#N)c1nc2ccccc2nc1N1CCN(Cc2ccccc2)CC1 (centres undefined) is listed with IL2 activator: 2.1; A549 tox: 0%; HepG2 viability: 6%; EPAC2 ag: -5%; ATXN viability: i; TGFb SMAD3 inh: 0%; ATXN2 expr inh: -8%; Nrf2 ARE act: -0.2%; Nrf2 inh: nt

Continued:
smiles	IL2 activator	A549 tox	HepG2 viability	EPAC2 ag	ATXN viability	TGFb SMAD3 inh	ATXN2 expr inh	Nrf2 ARE act	Nrf2 inh
O=C(Nc1ccccc1F)c1cc(C(=O)Nc2ccccc2F)cc([N+](=O)[O-])c1	0.0	12%	-3%	6%	i	1%	-32%	-0.1%	-11%
COc1ccccc1N(CC(=O)NCc1ccco1)S(C)(=O)=O	-2.9	-6%	-9%	9%	i	-3%	-12%	-0.3%	-9%
COc1cc2c(cc1OC)C(C)N(C(=O)c1cc3n(n1)C(C(F)(F)F)CC(c1ccco1)N3)CC2 (centres undefined)	-0.1	9%	-9%	3%	i	?	-4%	2.4%	?
COc1ccc(OC(F)(F)F)cc1CC1(C)C(=O)Nc2c(Cl)ccc(Cl)c21 (centres undefined)	0.6	nt	-98%	0%	?	?	?	-3.2%	nt
Cc1ccccc1N1C(=O)C2ON(c3ccccc3)C(c3ccncc3)C2C1=O (centres undefined)	-2.2	10%	-13%	6%	i	-5%	1%	-0.3%	?
Cc1cc(C(=O)O)ccc1N=Cc1c(O)ccc2ccccc12	-0.2	-3%	10%	2%	?	-11%	-4%	0.3%	9%
CCOC(=O)c1c(-c2ccccc2)oc2ccc(OCC(=O)NNC(=O)CCC(=O)O)cc12	0.8	0%	8%	1%	?	-2%	nt	0.3%	8%
Cc1ccccc1NC(=O)C1CCN(c2cc(-c3ccccc3)nc3ncnn23)CC1	0.3	-13%	-13%	-1%	i	-15%	-21%	0.3%	?
CCOC(=O)c1sc2c(c1C)c(=O)c(C(=O)OCC)cn2CC	-1.8	-2%	-2%	1%	i	-11%	1%	-0.8%	nt
O=C1O/C(=C/c2ccccc2)c2ccccc21	-0.5	-16%	23%	13%	i	11%	5%	13%	3%
COc1ccc(C(=O)OC(C)CN2CCOCC2)cc1 (centres undefined)	-0.4	1%	-10%	8%	i	-13%	nt	-0.4%	0%
CCOc1ccc2nc(NCCNC(=O)Nc3cccc(C)c3)c(C#N)cc2c1	1.1	-2%	-21%	-5%	i	-38%	?	2.4%	?
CCOC(=O)N(C)c1c(CC)nc2c(OCc3ccccc3C)cccn12	-0.7	nt	-7%	1%	i	2%	?	-0.3%	nt
Cc1c(CCO)c(=O)[nH]n1S(=O)(=O)c1cccc(C(F)(F)F)c1	-2.6	-4%	8%	4%	i	0%	1%	0.0%	12%
COc1ccc(NC(=O)CS(=O)c2cccc(C(F)(F)F)c2)cc1 (centres undefined)	-2.9	4%	4%	-2%	i	0%	8%	-0.1%	5%
COC(=O)C(C)NC(=O)N1CCN(c2nnc(C)c3c(C)n(-c4ccc(Cl)cc4)nc23)CC1 (centres undefined)	nt	-14%	3%	nt	i	15%	-9%	-0.1%	5%
CCCCOc1cccc(OCCCC)c1C(=O)Nc1cc(C)on1	-1.9	11%	-16%	1%	i	12%	-11%	0.0%	nt
Nc1nnc(CCS(=O)(=O)c2cc(Cl)ccc2Cl)s1	0.0	-14%	9%	-5%	i	0%	8%	-0.4%	9%
CC1(C)CC(NC(=O)CCC2CCCC2)CC(C)(C)N1	1.2	-4%	-11%	3%	i	15%	2%	0.4%	0%
CCCCCCC1NC(C(=O)O)CS1 (centres undefined)	-2.6	2%	1%	-5%	i	-3%	-13%	-0.1%	4%
Cc1ccc(-c2nnc(N3CCOCC3)c3ccccc23)cc1S(=O)(=O)NCc1cccnc1	-2.3	0%	5%	-3%	i	16%	-3%	1.0%	-15%
O=C(CCc1nc(-c2ccc(Cl)cc2)no1)NCC1CCCO1 (centres undefined)	-2.1	2%	-1%	3%	i	1%	6%	-0.7%	-6%
CC(C)(C)C(=O)COC(=O)c1c2c(nc3ccccc13)CCC2	1.7	-4%	4%	-4%	i	-25%	-25%	2.5%	-7%
Cc1cccc(NC(=O)NNC(=O)c2ccc3ccccc3c2)c1	-1.2	6%	0%	7%	i	-1%	-7%	0.3%	2%

Single values from above:
Nrf2 ARE act, `CC(C)(C)C(=O)COC(=O)c1c2c(nc3ccccc13)CCC2` is entered as 2.5%
TGFb SMAD3 inh, `Cc1cccc(NC(=O)NNC(=O)c2ccc3ccccc3c2)c1` is entered as -1%
HepG2 viability, `CC1(C)CC(NC(=O)CCC2CCCC2)CC(C)(C)N1` is entered as -11%
ATXN2 expr inh, `O=C(CCc1nc(-c2ccc(Cl)cc2)no1)NCC1CCCO1` (centres undefined) is entered as 6%

More structures follow.
smiles	IL2 activator	A549 tox	HepG2 viability	EPAC2 ag	ATXN viability	TGFb SMAD3 inh	ATXN2 expr inh	Nrf2 ARE act	Nrf2 inh
O=C(CC(n1cncn1)C(Cl)(Cl)Cl)c1ccc([N+](=O)[O-])cc1 (centres undefined)	-0.8	0%	-102%	-5%	i	?	nt	?	6%
CCC(C)(C)NC(=O)C1CCC(CNS(=O)(=O)c2ccc3c(c2)CC(C)N3C(C)=O)CC1 (centres undefined)	nt	-2%	-12%	nt	nt	-4%	nt	4.6%	?
Cc1ccc(CN(C)C(=O)COc2ccc(S(=O)(=O)N3CCCC3)cc2[N+](=O)[O-])c(C)c1	-0.2	9%	-42%	9%	i	-26%	nt	-0.1%	-9%
CCC(C)(C)NC(=O)CCn1c(-c2ccccc2)cc(C(C)=O)c1C	-1.4	4%	-18%	3%	i	-24%	nt	4.3%	8%
COc1cc(OC)c(C(=O)N2CCN(c3ccccn3)CC2)cc1OC	0.3	-2%	-16%	4%	?	10%	4%	0.2%	-6%
CCOC(=O)c1[nH]c2c(c1-c1ccccc1)C(=O)CC(c1ccccc1)C2 (centres undefined)	1.3	12%	-17%	-8%	?	4%	7%	2.5%	15%

Limited to IL2 activator, ATXN2 expr inh and A549 tox (2 entries from above):
compound | IL2 activator | ATXN2 expr inh | A549 tox
CCC(C)(C)NC(=O)C1CCC(CNS(=O)(=O)c2ccc3c(c2)CC(C)N3C(C)=O)CC1 (centres undefined) | nt | nt | -2%
CCOC(=O)c1[nH]c2c(c1-c1ccccc1)C(=O)CC(c1ccccc1)C2 (centres undefined) | 1.3 | 7% | 12%

Hits appear at their usual frequency. About 4.3% of those tested had a hit in this group.
